PG9 Ab binder: binds the HIV-1 gp120 antibody PG9. TR-FRET gp120-PG9 antibody binding. AID 624416. inhibition, % at 6.7 µM. 360,000 tested, 0.43% active; in the data active = inhibition above about 8.5%
NPR1 activator: GC-A (human) enzyme activation; activation, % at 10 µM; HEK293 GC-A cells, cGMP TR-FRET, EC30 ANP; 0% at EC30 ANP, 100% saturating ANP; AID 1671463; 370,000 tested, 0.14% active; in the data active = activation above about 40%
ssDAF-12 act: activates DAF-12 receptor from parasite S. stercoralis | activation, % at 6.8 µM | HEK293 ssDAF-12/GRIP1 lit1-tk-luc reporter, luminescence; % of 3 µM dafachronic acid response | 370,000 tested, 1% active;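 active = activation above the mean over all tested compounds plus 3 SD, cut at about 0.9% in these data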;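 note: 0% = DMSO-only wells and 100% = 3 µM delta7-dafachronic acid wells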
DAX1 inh-1: inhibitors of DAX1 repression of SF-1 activated StAR promoter; 370,000 tested, 1.1% active; HEK293T StAR-luciferase reporter, SF-1/DAX-1 repression relief; AID 652010; inhibition, % at 6.8 µM;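 active = inhibition above the mean over all tested compounds plus 3 SD, cut at about 3.6% in these data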;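 note: 0% = DAX-1 cells with DMSO and 100% = cells lacking DAX-1 with DMSO; higher inhibition means more luminescence from relief of DAX-1 repression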
DAX1 inh-2: inhibitors of human orphan nuclear receptor DAX1 (NR0B1); P51843; HEK293 Gal4-DAX1 luciferase reporter, luminescence; inhibition, % at 6.75 µM; 340,000 tested, 0.99% active; AID 504766;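 active = inhibition above the mean over all tested compounds plus 3 SD, cut at about 4.2% in these data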;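 note: 0% = DAX1-transfected cells with DMSO and 100% = empty-vector control cells with DMSO; inhibition shows as a rise in luminescence from relieved DAX1 repression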
Target sequence (P51843 207-470 limits assumed): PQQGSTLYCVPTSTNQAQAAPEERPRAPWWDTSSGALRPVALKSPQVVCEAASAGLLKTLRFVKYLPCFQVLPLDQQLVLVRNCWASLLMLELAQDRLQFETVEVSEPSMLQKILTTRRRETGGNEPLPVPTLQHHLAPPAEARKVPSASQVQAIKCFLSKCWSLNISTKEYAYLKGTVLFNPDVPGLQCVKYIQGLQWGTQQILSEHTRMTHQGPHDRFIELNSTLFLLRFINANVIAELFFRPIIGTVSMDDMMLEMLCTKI
ADAM10 inh: ADAM10 inhibition, QFRET primary screen; inhibition, % at 7 µM; recombinant ADAM10, EDANS/DABCYL FRET peptide cleavage, 3 h; O14672; 370,000 tested, 0.62% active;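 active = inhibition above a per-campaign cutoff equal to the mean of compounds falling between control-based bounds plus 3 SD, cut at about 20% in these data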;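 note: 0% = DMSO wells while the 100% control is not disclosed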
ADAM17 inh: inhibitors of human ADAM17; P78536; recombinant ADAM17, EDANS/DABCYL FRET peptide cleavage; inhibition, % at 6.95 µM; 370,000 tested, 0.83% active; AID 720648;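 active = inhibition above the mean of compounds lying between control limits plus 3 SD, set per campaign, cut at about 8.5% in these data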;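 note: 0% = DMSO-only wells as the low control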
Target sequence (P78536 215-824 limits assumed): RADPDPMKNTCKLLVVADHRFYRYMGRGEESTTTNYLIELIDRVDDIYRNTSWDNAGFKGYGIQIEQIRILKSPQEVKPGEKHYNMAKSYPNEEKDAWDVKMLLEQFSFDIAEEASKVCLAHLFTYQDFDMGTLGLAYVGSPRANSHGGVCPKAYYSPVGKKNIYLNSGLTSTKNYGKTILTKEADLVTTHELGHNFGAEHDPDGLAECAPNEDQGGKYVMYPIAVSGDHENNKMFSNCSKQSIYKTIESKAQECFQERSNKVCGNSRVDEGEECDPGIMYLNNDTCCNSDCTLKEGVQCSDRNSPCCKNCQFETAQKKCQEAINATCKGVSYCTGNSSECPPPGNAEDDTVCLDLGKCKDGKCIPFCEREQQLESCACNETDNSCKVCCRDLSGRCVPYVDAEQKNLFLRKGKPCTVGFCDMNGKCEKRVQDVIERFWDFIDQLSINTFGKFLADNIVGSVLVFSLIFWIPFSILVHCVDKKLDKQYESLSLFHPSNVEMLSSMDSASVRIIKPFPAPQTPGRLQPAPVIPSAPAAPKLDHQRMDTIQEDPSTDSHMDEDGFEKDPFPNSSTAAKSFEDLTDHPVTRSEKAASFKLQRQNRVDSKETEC
hgDAF12 agonist: activates the H. glycines DAF-12 receptor ligand-binding domain. HEK293 GAL4-hgDAF12 UAS-luciferase reporter, agonist luminescence; normalized to butyrate control. 370,000 tested, 1.8% active. activation, % at 6.8 µM;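 active = activation above a cutoff set at the mean of all screened compounds plus 3 SD, cut at about 10% in these data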;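 note: 0% = DMSO wells and 100% = sodium butyrate wells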
FXN GAA850 act: increases GAA850 frataxin promoter reporter activity. activation, % at 6 µM. 360,000 tested, 0.56% active. HEK293 lucGAA850 FXN promoter luciferase reporter, 24 h; percent of 10 µM SAHA response. AID 540364;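 active = activation above the average of all compounds screened plus 3 SD, cutoff fixed separately per campaign, cut at about 7.5% in these data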;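 note: 0% = DMSO wells and 100% = 10 µM SAHA wells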
SMARCA2 activ: activators of SMARCA2 function. activation, % at 9.1 µM. 370,000 tested, 1% active. MG213 cells, MMTV-luciferase reporter, dexamethasone, overnight; in the data active = activation above about 7.8%;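 note: 0% = vehicle wells and 100% = reference activator wells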
hcDAF12 agonist: activators of H. contortus DAF-12 nuclear receptor. AID 652067. HEK293 hcDAF-12 lit1-tk-luc reporter, luminescence; 0% DMSO, 100% Δ7-dafachronic acid. activation, % at 6.8 µM. 370,000 tested, 1.4% active;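 active = activation above the mean of all tested compounds plus 3 SD, cut at about 5.5% in these data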;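 note: 100% = response to 3 µM Δ7-dafachronic acid high control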
Numbers without * were called inactive; i = inactive; . = not tested or not shown. No enrichment for hits; about 6.8% have a hit in one of these screens.

SMILES	PG9 Ab binder	NPR1 activator	ssDAF-12 act	DAX1 inh-1	DAX1 inh-2	ADAM10 inh	ADAM17 inh	hgDAF12 agonist	FXN GAA850 act	SMARCA2 activ	hcDAF12 agonist
CCOc1ccc(S(=O)(=O)/N=C(/Nc2ccc(C)c(S(=O)(=O)N3CCOCC3)c2)c2ccccc2)cc1	1.1	-2	-1.2	-1.3	-1.0	13	-4	-1.4	-1.4	-3	-1.7
O=C(CN1C(=O)c2ccccc2S1(=O)=O)NCCSCc1ccco1	0.1	4	-1.0	0.7	-0.1	0	-4	3.2	0.6	3	-1.2
Cc1cc(C)nc(/N=C(\N)Nc2ccc(S(=O)(=O)Nc3nccc(C)n3)cc2)n1	-1.4	-3	-1.6	-0.1	-0.4	-1	-1	-0.7	0.1	4	-0.4
NNc1ncnc2sc3c(c12)CCC3	-1.3	-1	0.7	1.3	6.3*	0	2	12*	5.0	1	3.9
CNC(=S)N/N=C/c1cc(Br)c(OCc2ccncc2)c(OC)c1	-3.2	20	-1.4	-0.6	-0.4	13	-1	-2.0	-2.3	3	-1.5
Cc1ccc(CCNC(=O)CN2C(=O)CSc3ccc(S(=O)(=O)N4CCOCC4)cc32)cc1	0.6	-3	-1.7	0.5	0.2	-5	-3	-2.2	-1.4	-5	-1.8
CCCCCCN1C[C@H](O)[C@@H](n2cc(C3CC3)nn2)C[C@@H]1c1ccc(Cl)cc1	-2.5	-13	-1.7	0.8	-0.3	-19	1	-0.8	0.1	-4	1.1
Cc1cc(S(=O)(=O)N2CCC3(CC2)OCCO3)c(C)cc1Cl	-2.3	-2	-1.1	-1.1	0.6	-1	1	-0.3	1.8	12*	-0.9
O=C(Cn1ccc([N+](=O)[O-])n1)NCc1cccs1	-1.7	1	-0.1	1.2	-0.3	0	3	-0.3	1.7	-4	10*
CCNC(=S)NNC(=O)C(c1ccccc1)c1ccccc1	0.5	-3	-1.2	0.9	1.0	3	0	-1.9	-2.0	-3	-1.4
Cc1ccc(C(=O)C(C(=O)/C=C/c2ccccc2)=C2SCCCS2)cc1	-0.1	-5	-1.8	-3.9	-3.4	9	1	-7.6	-4.5	-6	-4.3
CC(OC(=O)c1cccc(S(=O)(=O)N2CCCC2)c1)C(=O)c1ccccc1 (stereo not drawn)	-3.5	-1	-0.8	-1.1	-0.3	2	1	1.3	1.8	-4	0.3
COc1cccc(CNC(=O)Cc2ccc(NC(=O)C3=C(C)OCCS3)cc2)c1	-1.0	4	-0.3	1.0	0.5	3	-4	9.0	-0.8	3	1.9
CC1CC(C)CN(C(=O)COc2ccc([N+](=O)[O-])cc2Cl)C1 (stereo not drawn)	-1.6	-3	-2.0	-0.9	-0.7	6	2	-2.9	0.9	-1	-1.9
Cc1[nH]c(C)c(S(=O)(=O)N2CCN(c3cccc(Cl)c3)CC2)c1C(=O)N1CCCCC1	2.3	0	-1.3	-0.5	-1.5	8	3	-7.2	-2.1	0	-3.9
Cc1ccc2c(c1)N(CC(=O)NCCc1c[nH]c3ccccc13)C(=O)CO2	-1.8	-1	0.9*	-0.8	1.0	7	-2	1.3	-1.6	1	1.7
COC(=O)C1CCN(C(=O)CCn2nnc(-c3cccs3)n2)CC1	.	3	-1.2	-0.4	.	-4	-3	3.6	.	-7	-1.5
CC(C)(C)OC(=O)N1CCC(C(=O)N[C@@H](Cc2c[nH]c3ccccc23)C(=O)O)CC1	1.1	3	-0.5	-0.3	1.3	2	-3	2.1	-0.4	0	2.5
CCOC(=O)C(CO)NC(=O)C1(NC(C)=O)CCCC1 (stereo not drawn)	-0.9	2	-0.8	1.8	2.4	-2	-2	4.8	-0.8	0	-0.7
CCOC(=O)N1CCN(C(=O)c2ccc3nc4cc(Cl)ccc4c(=O)n3c2)CC1	1.5	3	-0.8	-1.0	-0.9	-300	-97	-1.8	-0.6	-2	0.1
Cc1ccc(S(=O)(=O)N2CCCCC2)cc1NC(=O)c1cccs1	-1.1	-1	-1.5	-0.8	-0.9	7	0	0.8	1.6	0	-0.8
O=C(OCC(=O)N1CCN(c2ccccc2)CC1)c1ccccc1[N+](=O)[O-]	0.7	-1	-0.2	6.2*	3.0	-2	1	15*	1.7	6	4.4
CCCCCn1c(=O)[nH]c2cc(C(=O)N3CCN(C(=O)OCC)CC3)ccc2c1=O	-1.7	-1	-1.3	-0.2	3.3	3	-3	2.4	-1.3	-2	-0.3
Cn1nc(-c2ccccc2)c(C(=O)Nc2ccc(C(F)(F)F)cc2)c1Cl	-1.3	3	-1.2	-0.5	-1.1	5	-5	3.2	0.2	-1	-1.2
CCCN1CCCCC(NC(=O)c2ccccc2OC)C1=O (stereo not drawn)	-4.0	3	-0.8	-0.7	.	-9	-6	1.4	.	0	-0.2
COCCCNC(=O)c1cccc(OC)c1OC	-0.6	0	-1.1	-0.4	-0.6	7	-6	0.0	-1.4	1	-0.1
COc1ccc(-c2cn3c(C)c(C(=O)NCCN4CCOCC4)sc3n2)cc1	0.9	6	-0.7	-0.2	-2.1	0	0	0.9	2.3	2	4.9
O=C(C[n+]1cccc(CNC(=O)c2ccc(OC(F)F)cc2)c1)Nc1ccc(SC(F)F)cc1	-1.1	5	-1.9	-0.4	0.1	5	1	-2.2	-1.0	0	-0.3
CC(=O)NCCNC(=O)c1ccc(NC2=NC3CS(=O)(=O)CC3S2)cc1 (stereo not drawn)	0.8	4	-0.9	0.0	-0.9	-3	-5	1.0	-0.1	-1	-0.5
CC1=C(C(=O)Nc2ccc([N+](=O)[O-])cc2)C(c2cccc(C(F)(F)F)c2)NC(=S)N1c1ccccc1 (stereo not drawn)	1.9	-9	-1.2	0.9	2.1	34*	18*	-1.3	-4.2	-2	0.3
c1cc(-c2noc(CC3CCCCC3)n2)ccn1	-3.5	6	-0.2	0.7	-0.2	4	-1	2.2	0.5	6	-0.4
CC(C)c1ccccc1NC(=O)c1ccc2ncsc2c1	1.1	-1	-1.3	-0.3	-1.0	0	0	-2.9	-1.4	-2	-3.8
CC(C)CC(OC(=O)c1ccco1)C(=O)NCC1CCCO1 (stereo not drawn)	3.9	-1	-1.2	0.3	0.4	-7	-5	2.0	-1.1	0	-1.9
N#CCN(N=Nc1ccccc1)c1ccccc1	0.5	4	-1.0	0.3	-0.5	-6	-8	-0.9	0.3	-2	0.3
CC(=O)N1[C@H](Cc2ccccc2)C=C[C@]1(C)C(=O)NCc1ccccn1	-1.2	1	-1.1	0.2	-0.1	0	-1	3.3	0.8	0	-0.3
CCOc1ccccc1CN(CCc1ccc2c(c1)OCO2)Cc1ccccn1	1.6	-8	-1.4	-0.5	-0.4	4	-1	0.8	1.2	1	-1.2
Cc1ccc(/C=N/NC(=O)c2ccncc2)o1	-1.5	-1	-1.7	-0.7	1.7	-10	-1	-1.4	-0.9	1	-0.1
Cc1cc(Nc2ccc(Cl)cc2)n(-c2ccccc2)n1	1.4	6	-1.0	-1.2	1.2	7	5	-3.9	1.0	0	-1.6
O=C(Nc1cccc(-c2cscn2)c1)C1CCN(Cc2ccsc2)CC1	-2.6	-4	-1.1	0.1	0.2	0	-3	0.2	2.6	-1	-0.3
COc1ccc(OC)c(NC(=O)Nc2nc(CN(C)C)cs2)c1	0.1	3	-0.9	0.0	.	-12	-6	-1.0	1.7	-4	0.1
CN1C(=O)c2ccccc2N(C)C1c1ccc2c(c1)OCO2 (stereo not drawn)	0.8	0	-1.4	-0.7	-1.0	i	-416	1.4	-0.6	0	0.5
Cc1cccc(OCC(=O)N/N=C/c2ccc(N(C)C)cc2)c1	-1.8	-3	-0.7	-0.2	-0.7	-227	-78	-2.9	1.4	1	0.4
CC(Oc1ccccc1)C(=O)NNS(=O)(=O)c1ccc([N+](=O)[O-])cc1 (stereo not drawn)	-1.5	3	-1.1	0.2	1.4	-3	-2	0.5	-5.1	-2	0.7
COc1ccc(-c2c(C)oc3ccc(C)cc23)cc1	-0.3	-7	-1.0	0.3	-0.6	-4	-3	-1.5	0.7	0	1.8
O=C(Cc1ccccc1F)Nc1ccc(S(=O)(=O)Nc2ncccn2)cc1	-0.6	1	-1.3	-0.4	1.0	-2	-1	-2.5	1.7	-2	-1.7
C[C@@]12CCC3[C@@](CCC4[C@@]3(C)CCC[C@@]4(C)C(=O)N3CCCCC3)(CC1=O)C2 (stereo partly drawn)	1.6	1	-1.3	-0.3	0.1	4	-1	0.2	1.3	1	-1.4
O=[N+]([O-])/C=C/c1ccc2c(ccn2Cc2ccccc2)c1	0.0	15	-0.7	-1.0	-1.0	-5	0	-2.3	15*	-1	0.3
Cc1ccc(-n2c(O)c(C=NC3CCS(=O)(=O)C3)c3ccccc3c2=O)cc1 (stereo not drawn)	0.5	6	-1.1	-0.1	0.6	-39	-17	0.2	-1.9	0	-1.1
Cc1cc(C)n(-c2c(F)c(F)c(COC(=O)c3ccccc3)c(F)c2F)n1	0.4	-12	-0.5	0.0	0.0	2	-1	-0.7	-1.3	1	-0.8
CCC(=O)Nc1ccc2c(c1)OC[C@@H](C)N(Cc1ccccc1F)C[C@@H](C)[C@@H](OC)CN(C)C2=O	0.0	5	-1.1	-0.2	.	0	-1	-1.1	.	-4	0.4
O=C(CCN1CCCO1)N1CCCC(N2CCN(c3ccccc3F)CC2)C1 (stereo not drawn)	0.3	3	-1.0	-0.2	0.9	-12	-3	-0.1	-0.8	-3	-0.5
COc1ccc(CC(=O)O/N=C(\N)c2ccncc2)cc1	0.2	5	-0.8	-0.5	2.2	6	1	0.7	-0.9	0	-0.9
CCOC(=O)CNC(=O)N(C)[C@H]1C[C@H]2c3[nH]c4c(-c5ccccc5)cccc4c3CCN2C(=O)[C@H]1[C@H](C)O	2.6	-3	-0.6	-0.8	.	i	-364	4.8	.	-3	-1.9
CC(=O)Nc1ccc(NC(=O)c2cc([N+](=O)[O-])cc([N+](=O)[O-])c2)cc1	-2.7	-2	-1.0	-1.0	0.5	0	-3	-0.6	1.9	-1	-1.1
Cc1ccc(/C=C2\Oc3c(ccc(O)c3CN3CCN(CCO)CC3)C2=O)cc1	-6.7	3	-0.7	-0.7	1.0	-260	-105	-1.9	1.1	5	-0.5
Nc1ncnc2c1ncn2[C@@H]1O[C@H](CNCc2ccc(OCc3ccccc3)cc2)[C@@H](O)[C@H]1O	0.5	0	-0.7	-0.2	-0.4	-7	-5	5.6	2.5	-2	3.8
N#CC1=C(N)NC(SCc2ccc(F)cc2)=C(C#N)C12CCCCC2	-0.8	-7	-1.6	-0.7	-0.5	9	4	-2.4	-3.1	-3	0.6
COc1ccc(NC(=O)Cn2cc(C#N)c3ccccc32)cc1	-0.8	-5	-1.1	-0.1	-0.2	0	-4	-1.7	1.2	-2	0.5
COc1ccc(C(=O)Nc2ccc(S(=O)(=O)Nc3nccc(C)n3)cc2)cc1OC	0.9	0	-1.2	0.8	-0.1	4	2	-0.1	-1.6	-2	-0.4
